ABHD5 PLIN5 PPI: ABHD5-PLIN5 interaction inhibitors, primary screen, cell lysate, split luciferase complementation, luminescence | Perilipin-5 (Homo sapiens) + 1-acylglycerol-3-phosphate O-acyltransferase ABHD5 (Homo … | 360,000 compounds, 0.78% hits | Split G. princeps luciferase complementation, 4 h | AID 602281, 2012 | inhibition, % at 4 µM;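 active means inhibition above the mean inhibition across every tested compound plus 3 SD, cut at about 22% in these data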;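 further: 0% = DMSO only wells and the 100% control is not disclosed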
iPSC survival up: enhancers of single-cell hiPSC survival, primary screen, ATPlite luminescence; 100% = ROCK inhibitor wells, 0% = DMSO; survival enhancement, % at 20 µM; 360,000 compounds, 0.044% hits; in the data active means survival enhancement above about 18%;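 further: cells exposed to compounds for 16 hours before the ATP read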
Cardio protect: cardioprotection against H2O2-induced cell death, primary screen, uHTS, H9c2 cells, ATPLite luminescence; 360,000 compounds, 0.63% hits; protection from H2O2 cell death, % at 20 µM; AID 588492, 2011; H9c2 cardiomyocytes, H2O2 injury protection, 2 h;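 active means compounds giving at least 50% protection of heart cells from peroxide-induced death in the single-dose screen, raw or plate-pattern-corrected value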;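 further: 0% = DMSO wells with peroxide and 100% = DMSO wells without peroxide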
Exocytosis inh: LAMP-1 surface exposure blockers, TALL-104 cells – cell-based, flow cytometry, MLPCN library, primary screen | TALL-104 LAMP-1 surface exposure; cells stimulated with thapsigargin and PMA | inhibition, % at 10 µM | 360,000 compounds, 0.66% hits | AID 651702, 2012;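 active means inhibition above about 55%, limit read from the data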
MC4R antagonist: MC4R antagonists of cAMP signaling, primary screen, cell-based, TR-FRET, antagonist arm of biased-ligand search; Melanocortin receptor 4 (Homo sapiens), P32245; MC4R-expressing cells, MTII-stimulated cAMP, LANCE TR-FRET; inhibition, % at 6.5 µM; 360,000 compounds, 0.48% hits;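 active means inhibition above its plate's cutoff, the mean of tested wells on that plate plus 3 SD, cut at about 29% in these data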;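 further: 0% = Melanotan II alone and 100% = Melanotan II plus saturating MCL0020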
Target sequence (P32245 whole entry, looked up): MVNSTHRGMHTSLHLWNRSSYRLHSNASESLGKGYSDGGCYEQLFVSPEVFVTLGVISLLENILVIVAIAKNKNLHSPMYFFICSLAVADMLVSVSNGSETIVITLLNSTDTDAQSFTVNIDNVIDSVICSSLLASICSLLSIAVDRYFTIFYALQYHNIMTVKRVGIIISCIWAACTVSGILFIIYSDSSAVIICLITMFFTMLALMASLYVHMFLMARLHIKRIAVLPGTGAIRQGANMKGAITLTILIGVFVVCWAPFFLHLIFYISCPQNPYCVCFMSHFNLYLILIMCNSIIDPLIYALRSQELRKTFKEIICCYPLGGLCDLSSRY
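Assay system: human MC4R-expressing U2OS cells; reagent: Melanotan II stimulation of cells; dosing: 6.5 µM single dose; timing: compound 30 min, challenge 1 h, detection 1 h; signal: TR-FRET cAMP assay; replicates: one well per compound, no replicates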
N-glyco inh: increase of ERlucT glycosylation luciferase signal, primary screen, N-linked glycosylation inhibitor project, D54 ERlucT cells, luminescence, set 2; D54 ERlucT glycosylation luciferase reporter, 24 h; percent of 100 nM tunicamycin response; reporter increase, % at 12.5 µM; 360,000 compounds, 0.23% hits;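 active means mean luciferase reporter signal, scaled so untreated is 0 and the glycosylation-blocking control 100, at or above a set limit in every replicate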;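 further: luciferase carries N-glycosylation sites so blocking glycosylation raises the light; 0% = median of neutral control wells and 100% = median of 100 nM tunicamycin wells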
HTR2A ag: mouse Htr2a agonists via beta-arrestin recruitment, primary screen, cell-based, luminescence | 360,000 compounds, 0.66% hits | CHO-K1 mHTR2A beta-arrestin complementation; percent of 30 µM serotonin response | 5-hydroxytryptamine receptor 2A (Mus musculus), P35363 | AID 624169, 2012 | activation, % at 7.6 µM;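 active means activation above a run cutoff, the mean activation of all tested compounds plus 3 SD, cut at about 14% in these data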;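 further: 0% = plate median of compound wells and 100% = 30 µM serotonin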
Target sequence (P35363 whole entry, looked up): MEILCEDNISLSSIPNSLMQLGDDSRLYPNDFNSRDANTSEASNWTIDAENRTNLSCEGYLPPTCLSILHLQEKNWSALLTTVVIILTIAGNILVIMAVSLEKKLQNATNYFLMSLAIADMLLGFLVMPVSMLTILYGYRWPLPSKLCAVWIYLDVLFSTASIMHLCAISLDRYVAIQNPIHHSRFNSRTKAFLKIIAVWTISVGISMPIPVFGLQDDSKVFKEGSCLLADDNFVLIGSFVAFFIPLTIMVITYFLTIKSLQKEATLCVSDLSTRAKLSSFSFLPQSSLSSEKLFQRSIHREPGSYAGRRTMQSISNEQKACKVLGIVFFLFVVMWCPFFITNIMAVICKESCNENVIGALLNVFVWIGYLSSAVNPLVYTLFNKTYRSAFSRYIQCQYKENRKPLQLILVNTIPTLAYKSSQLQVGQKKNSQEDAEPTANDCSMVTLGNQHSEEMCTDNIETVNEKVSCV
ABCB6 inh MLPCN: ABCB6 transporter inhibitors, primary screen, K562-ABCB6 cells, flow cytometry, MLPCN library; ATP-binding cassette sub-family B member 6 (Homo sapiens), Q9NP58; K562-ABCB6 porphyrin accumulation, 1 h; hits give low values; fluorescence ratio to DMSO, % at 10 µM; 360,000 compounds, 0.19% hits; AID 602162, 2011;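 active means fluorescence ratio to DMSO below 75%, the collection mean minus 3 SD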;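 further: signal is porphyrin accumulated inside mitochondria; 100% equals median channel fluorescence of DMSO control wells; lower ratio means ABCB6 inhibition with less porphyrin fluorescence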
aDG glyco act: activators of alpha-DG glycosylation, primary screen, uHTS, Pro5-aDG cells, AlphaScreen; alpha-DG glycosylation AlphaScreen (IIH6); 0% Pro5, 100% B10-LARGE cell signal; activation, % at 10 µM; 360,000 compounds, 0.22% hits;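 active means activation of at least 8% versus controls, or a plate z-score of at least 8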;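 further: Pro5 are CHO cells carrying HIG-tagged alpha-DG that lacks glycosylation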
MC4R ag barr: MC4R agonists recruiting beta-arrestin, primary screen, cell-based, luminescence, agonist arm of biased-ligand search | U2OS MC4R beta-arrestin complementation; percent of melanotan II response, DMSO zero | 360,000 compounds, 0.98% hits | activation, % at 8.9 µM;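 active means activation above a per-plate cutoff, the mean activation of sample wells on that plate plus 3 SD, cut at about 8% in these data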
Numbers without * were called inactive; · = not tested or not shown.

Structure	ABCB6 inh MLPCN	aDG glyco act	iPSC survival up	ABHD5 PLIN5 PPI	MC4R ag barr	N-glyco inh	Exocytosis inh	HTR2A ag	Cardio protect	MC4R antagonist
COc1ccc(NC(=O)Nc2cc(F)ccc2C)cc1	102.0	-0.1	-0.2	4.2	-1.6	1.3	-1.4	-1.8	-8.7	2.2
COc1ccc(-c2ccc(C(=O)Nc3cc(OC)c(OC)c(OC)c3)c3occc23)c(C)c1	81.0	0.7	-0.1	-0.8	2.1	-2.0	-8.6	-0.3	-20.8	6.7
Cc1ccc(OCCCC(=O)Nc2nnc(C3CCCO3)s2)c(C)c1 (stereo not drawn)	93.0	0.0	-0.2	1.3	0.5	2.4	-2.4	-1.7	-0.2	5.4
CCOC(=O)[C@@H](NC(=O)/C=C/[C@H]1O[C@@H](n2ccc(=O)[nH]c2=O)[C@H](O)[C@@H]1O)C(C)C	99.0	-0.1	5.6	1.1	·	1.7	1.2	-1.6	4.5	·
CCN(CC)Cc1cc(C(C)(C)C)cc(N2CCOCC2)c1O	83.0	0.1	0.3	0.8	-0.8	1.3	1.2	5.8	5.0	-2.5
CC(C)(C)NC(=O)COc1ccc2oc3c(c2c1)CCCC3	98.0	0.0	-0.4	10.7	-2.4	-1.6	1.8	-4.4	0.4	0.1
O=C(NCCN1CCCC1)c1ccc(Cl)cc1Cl	98.0	-0.1	0.9	4.6	0.0	-1.8	-20.6	-2.0	2.1	-3.5
COCCCN(C(=O)c1ccc2ccccc2n1)c1c(N)n(Cc2ccccc2)c(=O)[nH]c1=O	102.0	-0.1	-0.7	-0.6	-0.5	5.9	-4.0	11.5	1.7	-3.5
COc1ccc(/C=C/C(=O)O)cc1S(=O)(=O)N1CCCc2ccccc21	98.0	0.9	2.3	-1.7	-0.5	0.3	-6.1	1.8	0.2	4.4
Cc1ccccc1-n1c(SCC(=O)Nc2ccccc2Cl)nc2n[nH]c(C)c2c1=N	102.0	0.0	-0.6	0.0	-1.0	5.7	-1.0	0.4	-4.4	12.1
COc1ccc(OCCCC(=O)NCCc2ccccc2)cc1	91.0	-0.2	1.6	-5.2	-2.8	1.0	-1.7	1.1	1.2	0.5
CC(NC(=O)C(=O)NCCCn1ccnc1)c1ccccc1 (stereo not drawn)	101.0	0.0	-2.4	2.5	-2.2	1.6	0.1	3.4	6.5	6.8
CCCC(=O)Nc1ccc(N2CCN(C(=O)CCC)CC2)cc1	94.0	0.2	-2.3	-2.1	0.0	-1.2	-1.8	3.4	13.9	5.6
CCOC(=O)C1=C(c2ccccc2)NC(=O)NC1c1ccc(N(C)C)cc1 (stereo not drawn)	100.0	0.0	-1.1	2.3	-1.0	2.7	-1.9	2.4	-5.2	7.8
CCOC(=O)c1sc2nc(NC(=O)C(C)(C)C)sc2c1C	99.0	-0.1	-0.5	-17.5	10.0*	-11.3	3.6	2.6	-26.7	16.3
Clc1ccc2c(c1)-c1[nH]ncc1CS2	100.0	0.0	0.0	9.5	2.6	-1.9	7.0	-3.7	-2.1	4.5
Cn1nc(-c2ccc(N3CCCCC3)c(NC(=O)c3ccco3)c2)c2ccccc2c1=O	106.0	-0.1	0.8	5.9	-1.3	9.6	27.5	4.3	-15.1	-2.1
CCOc1ccc(NC(=S)N(CCc2c(C)[nH]c3ccc(C)cc23)Cc2ccco2)cc1	101.0	-0.1	1.1	-2.4	2.1	-3.2	1.2	5.7	-25.8	18.8
Cc1ccnc2nc(C(=O)Nc3nnc(CC(C)C)s3)nn12	100.0	-0.2	3.9	-2.0	-1.7	-0.2	-0.7	3.6	0.6	6.2
CC(=O)Nc1ccc(NC(=O)CSc2ccc3nnc(CCNC(=O)c4ccccc4)n3n2)cc1	98.0	-0.2	-0.2	3.1	-0.9	1.8	3.2	3.7	7.2	7.7
CS(=O)(=O)Nc1cccc(C2=NN(C(=O)c3ccco3)C(c3ccco3)C2)c1 (stereo not drawn)	100.0	0.4	0.4	2.8	-2.1	7.9	-6.5	3.4	8.3	6.5
NC(=S)N/N=C/c1ccccc1	104.0	-0.1	-1.2	-4.0	-0.5	1.5	2.0	1.4	4.8	3.1
CCOC(=O)C1NN=C(C(=O)c2ccccc2)C1c1ccc(Cl)cc1 (stereo not drawn)	102.0	-0.4	-1.3	-8.5	-0.5	-3.5	0.6	-4.3	5.0	10.5
Cc1ccccc1NC(=O)OCc1cccnc1Oc1ccc(Cl)cc1	84.0	0.9	0.1	-4.0	-1.8	4.4	-1.9	-4.8	-0.5	0.3
N#Cc1ccc(C(=O)OCC(=O)NC2CCCC2)cc1	96.0	0.1	1.0	2.8	1.8	-0.7	-12.8	5.5	-1.0	5.1
CCCN(C(=O)c1c(CC)noc1C)c1c(N)n(Cc2ccccc2)c(=O)[nH]c1=O	98.0	0.0	-0.4	3.7	-1.8	2.4	-2.5	1.5	1.2	12.4
O=C(C1=C[C@@H](c2ccc3c(c2)OCO3)C[C@@H](OCc2ccc(CO)cc2)O1)N1CCOCC1	97.0	-0.1	-2.3	3.0	-1.7	1.2	-1.5	1.7	1.0	7.1
C/C(=C\C(=O)O)C12CC3CC(CC(C3)C1)C2	94.0	0.7	-1.8	-3.7	-1.6	-0.1	-1.4	0.4	-4.9	3.9
c1ccc(-c2nc(-c3cccnc3)cs2)cc1	96.0	-0.1	-0.2	0.5	-0.3	-1.3	-11.0	-7.6	1.9	0.1
O=C(NCc1cc(C(F)(F)F)cc(C(F)(F)F)c1)C1CC(c2ccc(C(F)(F)F)cc2)=NO1 (stereo not drawn)	97.0	0.0	5.4	0.7	5.2	1.4	-4.9	-2.6	-2.5	8.7
O=C(O)c1cnn(-c2ccccc2)c1-c1ccncc1	91.0	0.0	-0.2	-5.8	-2.9	-0.5	-2.0	6.8	6.6	0.8
CCn1c(=O)cc(C(F)(F)F)[nH]c1=S	100.0	0.8	0.1	-5.2	-1.4	1.8	0.3	1.6	7.0	6.1
Fc1cccc(NCc2ccoc2)c1	94.0	0.0	-0.2	3.4	-2.6	2.8	-1.3	2.3	-10.6	7.2
CNC(=S)N(Cc1cccs1)Cc1cc2cc(OC)c(OC)cc2[nH]c1=O	100.0	0.2	-2.7	1.0	-1.3	7.2	-7.1	-2.2	8.9	5.1
C=C(C)Cn1c(C)cc(C)c(S(=O)(=O)c2ccccc2C)c1=O	95.0	1.2	0.0	-8.7	4.3	-1.4	-3.8	4.8	-18.9	1.1
CN(C)c1ccc(C(=S)N2CCCC2)cc1Br	98.0	0.0	-0.4	3.8	-0.5	1.3	4.4	-9.4	-3.2	3.0
COc1cccc(CC2(CO)CCCN(CC3=Cc4cc(OC)ccc4OC3)C2)c1 (stereo not drawn)	99.0	-0.3	-0.8	-1.4	4.4	-2.7	5.3	-2.2	-2.1	13.1
Cc1nc2c3c4c(sc3n3c(SCC(=O)NCc5ccco5)nnc3n2n1)COC(C)(C)C4	95.0	-0.2	1.2	0.6	-0.8	-0.8	7.1	-2.7	13.2	11.3
CN(C)CCN(C(=O)c1cccs1)c1nc2cc3c(cc2s1)OCCO3	94.0	0.1	-0.3	2.6	-2.4	12.4	0.5	-8.8	5.7	-1.0
N#Cc1cccc(Oc2ccc(S(=O)(=O)N3CCCC3)cn2)c1	98.0	-0.1	-0.1	5.3	-0.2	-0.1	0.1	3.8	4.8	-0.3
O=C(CCCc1nc2ccccc2s1)Nc1nccs1	87.0	0.1	0.2	0.3	-2.8	3.3	-2.4	-4.1	-2.1	-4.6
CCO/C(C)=N/n1c2nc3ccccc3nc2c2c(=O)n(C3CCCC3)c(C)nc21	96.0	-0.5	0.9	5.6	-0.8	5.2	-2.3	4.5	35.0	2.9
CC(=O)Nc1cccc(C(=O)OCC(=O)NC(=O)NC2CCCC2)c1	96.0	0.1	4.7	-0.8	2.4	0.2	2.2	5.5	-0.3	-3.5
COC(=O)c1ccc(OCCOc2ccccc2)cc1	104.0	0.3	3.8	-8.5	-2.2	2.9	-3.0	-0.8	-7.1	1.6
COc1ccccc1C(=O)NC(CCSC)C(=O)NCCCSc1ccccc1 (stereo not drawn)	99.0	0.0	-0.5	-5.7	-1.4	-1.8	-6.1	-5.4	-0.6	5.9
CCNCc1cc(Cl)cc(OC)c1OC(C)C	102.0	0.2	-0.8	-2.1	-1.2	1.2	4.3	3.5	2.4	11.7
COc1cc(OC)cc(-c2nnc(SCC(=O)N3CCOCC3)o2)c1	94.0	-0.1	-1.1	1.5	0.9	-0.2	-0.4	2.1	3.9	16.5
CC(C)CC1NC(=O)N(CC(=O)Nc2cc(F)ccc2F)C1=O (stereo not drawn)	92.0	0.0	4.4	2.5	-0.3	3.1	-3.6	4.7	5.6	-2.2
Cc1ccc2oc(-c3cccc(NC(=O)c4ccc(Br)o4)c3C)nc2c1	101.0	-0.1	6.7	-0.5	2.2	2.3	-7.5	-1.9	-3.0	-6.2
COc1cccc(CCOC(=O)c2c(-c3ccsc3)oc3c2C(OC(C)=O)CCC3)c1 (stereo not drawn)	96.0	-0.3	0.3	-11.4	·	·	0.0	-5.5	·	·
CCOC(=O)C1=C(C)NC(=O)NC1/C=C/c1ccccc1 (stereo not drawn)	97.0	0.0	-3.0	-3.7	-0.4	-0.6	-4.3	-4.4	8.3	3.5
CCCCn1c(-c2csc(CC)c2)n[nH]c1=S	96.0	0.2	-0.8	-5.5	-2.3	0.2	-0.2	5.3	-4.5	-3.0
CCCN(CC(=O)Nc1ccc(F)c(F)c1F)C(=O)c1ccc2c(=O)n3c(nc2c1)CCC3	99.0	0.0	-0.5	2.9	-0.7	0.0	2.8	10.0	-3.7	5.9

No new results follow: an excerpt of the list.
Structure	ABCB6 inh MLPCN	aDG glyco act	iPSC survival up	ABHD5 PLIN5 PPI	MC4R ag barr	N-glyco inh	Exocytosis inh	HTR2A ag	Cardio protect	MC4R antagonist
CCCN(C(=O)c1c(CC)noc1C)c1c(N)n(Cc2ccccc2)c(=O)[nH]c1=O	98.0	0.0	-0.4	3.7	-1.8	2.4	-2.5	1.5	1.2	12.4
O=C(C1=C[C@@H](c2ccc3c(c2)OCO3)C[C@@H](OCc2ccc(CO)cc2)O1)N1CCOCC1	97.0	-0.1	-2.3	3.0	-1.7	1.2	-1.5	1.7	1.0	7.1

Assay outcomes from PubChem BioAssay.
